High-throughput results: PubChem, Broad Institute
mut p53 react: mutant p53 pathway re-activators, primary screen, cell-based, SW480, luciferase, single point, HTS | SW480 PUMA-promoter luciferase, p53 mutant reactivation | 28,000 compounds, 1.5% hits | AID 624151, 2012 | activation, % at 9.98 µM; in the data active = activation above about 52%
STK33 kin inh: STK33 kinase inhibitors, primary screen, biochemical, luminescence, ADP-Glo, MBP substrate. inhibition, % at 12.5 µM. Serine/threonine-protein kinase 33 (Homo sapiens), Q9BYT3. 27,000 compounds, 0.44% hits; in the data active = inhibition above about 20%
Target sequence (Q9BYT3 whole entry, looked up): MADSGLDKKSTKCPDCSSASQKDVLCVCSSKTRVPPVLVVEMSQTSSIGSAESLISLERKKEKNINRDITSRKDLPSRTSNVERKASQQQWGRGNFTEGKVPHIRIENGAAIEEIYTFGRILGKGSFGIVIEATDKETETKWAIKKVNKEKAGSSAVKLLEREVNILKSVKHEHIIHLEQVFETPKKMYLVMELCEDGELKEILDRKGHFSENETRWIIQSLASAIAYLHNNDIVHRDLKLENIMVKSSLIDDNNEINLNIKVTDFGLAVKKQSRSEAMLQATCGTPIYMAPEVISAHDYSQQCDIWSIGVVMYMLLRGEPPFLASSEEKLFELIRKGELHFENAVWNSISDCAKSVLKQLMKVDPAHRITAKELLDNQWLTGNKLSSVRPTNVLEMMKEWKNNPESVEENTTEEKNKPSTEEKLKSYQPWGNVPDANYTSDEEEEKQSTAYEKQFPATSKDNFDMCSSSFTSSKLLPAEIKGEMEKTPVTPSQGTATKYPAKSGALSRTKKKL
Numbers without * were called inactive; / = not tested or not shown. The list is partial. The share of hits here may be higher or lower than overall.

SMILES	mut p53 react	STK33 kin inh
CC(C)NC(=O)Nc1ccc2c(c1)C(=O)N([C@@H](C)CO)C[C@H](C)[C@@H](CN(C)Cc1ccc(C(=O)O)cc1)OCCCC[C@@H](C)O2	13	/
COc1ccc(NC(=O)CSc2ncnc3sc(-c4ccccc4)cc23)cc1Cl	4	2
N#CCCn1cc(CO)c(-c2ccc(Cl)cc2)n1	-3	0
CCCc1c(OCCCCc2nn[nH]n2)ccc(C(C)=O)c1O	12	0
C=C1C(=O)OC2CC3(C)CCC=C(CO)C3CC12 (centres undefined)	-1	-9
CCOc1ccc(-n2c(C)nnc2SCC(=O)Nc2ccc(Br)cc2F)cc1	11	0
CCOc1ccc(-n2c(SCC(=O)c3ccc(Br)cc3)nnc2-c2cccnc2)cc1	9	1
C[C@@H]1CN([C@H](C)CO)S(=O)(=O)c2ccc(C#CC3CC3)cc2O[C@@H]1CN(C)C(=O)c1cccnc1	1	/
CCn1c(SCC(=O)c2cccc([N+](=O)[O-])c2)nnc1-c1cccnc1	-20	0
CCC(Sc1nc(C)cc(C)n1)C(=O)N1c2ccccc2Sc2ccccc21 (centres undefined)	-23	6
COC(=O)C1C(c2ccc(OC)cc2)C(C(=O)OC)S(=O)(=O)CS1(=O)=O (centres undefined)	/	1
Cc1cc(=O)[nH]c(SCC(=O)Nc2ccc([N+](=O)[O-])cc2)n1	17	4
Cc1noc(C)c1NC(=O)Nc1ccc2c(c1)CC(=O)N([C@H](C)CO)C[C@@H](C)[C@@H](CN(C)S(=O)(=O)c1ccccc1)O2	15	2
COC(=O)[C@@]1(CCS(=O)(=O)c2ccccc2)N=C(c2ccc(OCCCO)cc2)O[C@H]1c1ccccc1CN=[N+]=[N-]	/	4
C[C@H](CO)N1C[C@H](C)[C@H](CN(C)Cc2ccccc2)Oc2ncc(C#Cc3ccccc3)cc2C1=O	-14	-1
C=CCn1c(SCC(=O)O)nnc1-c1ccccc1	3	4
C[C@H](CO)N1C[C@H](C)[C@H](CN(C)S(C)(=O)=O)Oc2ncc(C#Cc3ccc(C(F)(F)F)cc3)cc2C1=O	-10	-3
COCCOC(=O)N1C(=O)[C@@]2(c3cc(C#Cc4ccc(OC)cc4)ccc31)[C@H](c1ccccc1OCCO)N1[C@H](c3ccccc3)[C@H](c3ccccc3)OC(=O)[C@H]1[C@@H]2C(N)=O	/	1
COc1ccc(-c2nc(NC(=O)CSc3nnc(C)s3)ns2)cc1	23	2
COc1ccc(S(=O)(=O)N(C)C[C@@H]2Oc3ccc(NC(=O)NC(C)C)cc3C(=O)N([C@@H](C)CO)C[C@@H]2C)cc1	/	-2
C[C@@H]1CN([C@H](C)CO)C(=O)c2cc(NC(=O)C3CC3)ccc2O[C@H]1CN(C)Cc1ccc(Cl)c(Cl)c1	12	-1
C[C@@H]1CN([C@H](C)CO)C(=O)CCCn2cc(nn2)CO[C@@H]1CN(C)Cc1ccc2cccnc2c1	-9	-2
O=C(O)CCC(=O)Nc1cccc(C(=O)c2ccccc2)c1	5	-11
COc1ccc(NC(=O)CSc2ncn(-c3ccccc3)n2)cc1Cl	3	0
COC(=O)c1c(NC(=O)COc2c(C)cccc2C)sc2c1CCCC2	4	2
CCn1c(SCC(=O)Nc2cc(Cl)cc(Cl)c2)nnc1-c1cccs1	9	5
COc1ccccc1-c1coc2cc(OC)c(OC)c(OC)c2c1=O	11	-2
C[C@H]1CN([C@@H](C)CO)C(=O)Cc2cc(NS(=O)(=O)c3cn(C)cn3)ccc2O[C@H]1CN(C)C(=O)Nc1cccc2ccccc12	/	1
C/C=C/c1ccc2c(c1)O[C@@H](CN(C)Cc1ccccn1)[C@@H](C)CN([C@@H](C)CO)S2(=O)=O	4	/
Cc1c(NC(=O)c2ccccc2N(C)S(=O)(=O)c2ccccc2)c(=O)n(-c2ccccc2)n1C	3	-1
Cc1noc(C)c1NC(=O)Nc1ccc2c(c1)C(=O)N([C@@H](C)CO)C[C@@H](C)[C@H](CN(C)C(=O)C1CCCCC1)OCCCC[C@@H](C)O2	-11	/
O=C(Nc1ccc2c(c1)[C@@H]1C[C@H](CC(=O)N3CCc4ccccc4C3)O[C@@H](CO)[C@@H]1O2)Nc1ccccc1F	5	/
CC(=O)NC(=O)C1C=C2c3ccccc3C=CC2OC1=Nc1ccc(C)cc1 (centres undefined)	-7	/
CCCC(O)C#Cc1cnc2c(c1)C(=O)N([C@H](C)CO)C[C@H](C)[C@H](CN(C)S(=O)(=O)c1cn(C)cn1)O2 (some centres undefined)	2	-5
COC(C)(C)CCCC(C)C/C=C/C(C)=C/C(=O)O (centres undefined)	13	-1
COc1ccc(CC(=O)Nc2ccc(NC(=O)c3ccco3)cc2)cc1OC	-41	5
Cc1ccc([N+](=O)[O-])cc1NC(=O)CN(c1cc(C(F)(F)F)ccc1Cl)S(C)(=O)=O	13	0
O=C(c1ccccc1)N1Cc2ccccc2[C@@H]2OC(c3ccc(OCCCO)cc3)=N[C@]2(Cc2ccccc2)C1=O	/	8
CC(C)NC(=O)N(C)C[C@@H]1Oc2cc(-c3cncnc3)ccc2S(=O)(=O)N([C@H](C)CO)C[C@@H]1C	16	/
CS(=O)(=O)N(CC(=O)Nc1ccc(Br)c(Cl)c1)c1ccc(F)cc1	-5	0

Whole records as entered above. Values in the order: mut p53 react, STK33 kin inh
Results for Cc1ccc([N+](=O)[O-])cc1NC(=O)CN(c1cc(C(F)(F)F)ccc1Cl)S(C)(=O)=O : 13, 0
Results for O=C(O)CCC(=O)Nc1cccc(C(=O)c2ccccc2)c1 : 5, -11

Continuation.
SMILES	mut p53 react	STK33 kin inh
C[C@@H]1CCCCO[C@@H](CN(C)C(=O)Nc2ccccc2)[C@H](C)CN([C@@H](C)CO)C(=O)c2cc(N(C)C)ccc2O1	-8	/
C[C@@H]1CN([C@@H](C)CO)C(=O)c2cccc(NC(=O)Nc3ccc(C(F)(F)F)cc3)c2O[C@@H]1CN(C)CC1CC1	3	/
C[C@H](CO)N1C[C@H](C)[C@H](CN(C)C(=O)c2cnccn2)Oc2ncc(C#CCC3CCCC3)cc2C1=O	-4	/
Cc1noc(C)c1S(=O)(=O)Nc1ccc2c(c1)CC(=O)N([C@H](C)CO)C[C@H](C)[C@H](CN(C)Cc1ccc(Cl)c(Cl)c1)O2	/	2
COc1ccc(CN(C)C[C@H]2Oc3ccc(NC(=O)Nc4cccc5ccccc45)cc3C(=O)N([C@@H](C)CO)C[C@@H]2C)cc1	/	1
C[C@H](CO)N1C[C@H](C)[C@@H](CN(C)Cc2ccccc2)OCCCC[C@H](C)Oc2ccc(NC(=O)CCCN(C)C)cc2C1=O	17	/
C[C@@H]1CN([C@@H](C)CO)C(=O)Cc2cc(NC(=O)Nc3ccc4c(c3)OCO4)ccc2O[C@@H]1CN(C)Cc1ccc(Oc2ccccc2)cc1	/	1
Cc1c(Br)c([N+](=O)[O-])nn1CC(=O)Nc1sc2c(c1C#N)CCCC2	4	-4
COc1ccc(NC(=O)Nc2ccc3c(c2)C(=O)N([C@@H](C)CO)C[C@@H](C)[C@H](CN(C)S(=O)(=O)c2cn(C)cn2)O3)cc1	-8	-1
[C-]#[N+]/C(C#N)=C\c1cc(C(C)(C)C)c(O)c(C(C)(C)C)c1	-68	/
COc1cccc(CN(C)C[C@H]2OCc3cn(nn3)CCCC(=O)N([C@@H](C)CO)C[C@@H]2C)c1	/	1
COc1ccc(S(=O)(=O)N(C)C[C@H]2Oc3ccc(NC(=O)c4ccncc4)cc3C(=O)N([C@H](C)CO)C[C@H]2C)cc1	-15	/
C[C@@H]1CN([C@H](C)CO)C(=O)CCCn2cc(nn2)CO[C@@H]1CN(C)C(=O)Nc1ccc2c(c1)OCO2	4	0
Cc1cc(C)c(NS(=O)(=O)c2ccc(NC(=O)c3nc4nc(C)cc(C(F)F)n4n3)cc2)c(C)c1	12	-3
COc1ccc(S(=O)(=O)N(C)C[C@@H]2Oc3c(NS(C)(=O)=O)cccc3C(=O)N([C@H](C)CO)C[C@H]2C)cc1	1	/
Cc1ccccc1OCC(=O)Nc1ccc([N+](=O)[O-])cc1O	11	-3
COCCNC(=O)C[C@H]1C[C@@H]2c3cc(NC(=O)c4cccnc4)ccc3O[C@@H]2[C@@H](CO)O1	15	/
Cc1noc(C)c1S(=O)(=O)Nc1ccc2c(c1)C(=O)N([C@@H](C)CO)C[C@@H](C)[C@@H](CN(C)C(=O)c1ccncc1)OCCCC[C@@H](C)O2	9	/
COc1cccc(-c2cnc3c(c2)C(=O)N([C@H](C)CO)C[C@H](C)[C@H](CN(C)S(=O)(=O)c2cccc(OC)c2)O3)c1	/	-2
Cc1cccc(C)c1NC(=O)CSc1nc2c(cc1C#N)CCC2	-3	2
COc1ccc(S(=O)(=O)Nc2ccc3c(c2)C(=O)N([C@H](C)CO)C[C@H](C)[C@H](CN(C)C(=O)Nc2ccc(C(F)(F)F)cc2)OCCCC[C@@H](C)O3)cc1	/	3
Cc1noc(C)c1S(=O)(=O)N(C)C[C@H]1Oc2ccc(NS(C)(=O)=O)cc2CC(=O)N([C@H](C)CO)C[C@H]1C	/	1
c1cc(-c2cnn3cc(-c4ccc(OCCN5CCCCC5)cc4)cnc23)ccn1	-60	/
C[C@@H]1CN([C@H](C)CO)C(=O)c2cc(-c3ccc(F)cc3)cnc2O[C@@H]1CN(C)C(=O)c1ccncc1	1	/
Cc1noc(C)c1NC(=O)Nc1ccc2c(c1)C(=O)N([C@@H](C)CO)C[C@@H](C)[C@@H](CN(C)S(C)(=O)=O)O2	/	-5
C[C@H](CO)N1C[C@H](C)[C@H](CN(C)C)Oc2ccc(NC(=O)NC3CCCCC3)cc2C1=O	-11	/
Nc1cc(N)nc(SCC(=O)Nc2ccc(Oc3ccccc3)cc2)n1	6	2
CNC[C@H]1OCCCC[C@@H](C)Oc2ccc(NS(=O)(=O)c3ccc(F)cc3)cc2C(=O)N([C@H](C)CO)C[C@@H]1C	/	4
CCCC#Cc1ccc2c(c1)O[C@@H](CN(C)C(=O)c1ccccc1F)[C@@H](C)CN([C@@H](C)CO)S2(=O)=O	-20	/
Cc1cc(C)n(CC(O)COc2ccc(C(=O)c3ccc(Cl)cc3)cc2)n1 (centres undefined)	-5	3
O=C(Nc1ccc(I)cc1C(=O)NCCN1CCOCC1)c1cccnc1	-9	-4
CS(=O)(=O)N(CC(=O)Nc1cccc([N+](=O)[O-])c1)c1ccc2c3c(cccc13)CC2	-23	-2
CS(=O)(=O)c1ccc(-c2cc(Br)sc2-c2ccc(F)cc2)cc1	-9	/
O=C(Nc1ccccc1C(=O)NCc1cccnc1)c1ccc(Cl)cc1Cl	-8	-3
COc1ccc(CCNC(=O)c2c(-c3c(F)cccc3Cl)noc2C)cc1OC	1	-2
C[C@@H]1CCCCO[C@H](CN(C)C)[C@@H](C)CN([C@@H](C)CO)C(=O)c2cc(NS(=O)(=O)c3cccs3)ccc2O1	-1	/
CC(=O)c1cccc(N(CC(=O)Nc2ccccc2C(F)(F)F)S(C)(=O)=O)c1	-19	1
C[C@H](CO)N1C[C@H](C)[C@H](CN(C)Cc2ccc(C(=O)O)cc2)Oc2ccc(NC(=O)CCC(F)(F)F)cc2C1=O	/	-2
C=CCn1c(SCC(=O)O)nnc1-c1cccc(C)c1	9	0
COc1cccc(-c2cnc3c(c2)C(=O)N([C@H](C)CO)C[C@H](C)[C@H](CN(C)C)O3)c1	/	2
COc1cc(NC(=O)COc2ccc(Cl)cc2C)c(OC)cc1Cl	105*	-1
O=c1c(O)c(-c2cc(O)c(O)c(O)c2)oc2cc(O)cc(O)c12	15	36*
C[C@@H]1CN([C@@H](C)CO)C(=O)c2cccc(NC(=O)C3CCOCC3)c2O[C@H]1CN(C)Cc1ccc(Oc2ccccc2)cc1	-15	/
C[C@H](NC(=O)N(C)C[C@@H]1OCc2ccccc2-c2c(n(C)c3ccccc23)C(=O)N([C@@H](C)CO)C[C@@H]1C)c1ccccc1	-8	/
CCn1c(NCCCO)nc2ccccc21	2	-4
NC(=O)[C@@H]1[C@H]2C(=O)O[C@H](c3ccccc3)[C@H](c3ccccc3)N2[C@H](c2ccc(OCCO)cc2)[C@@]12C(=O)Nc1ccccc12	/	6
COC(=O)C[C@H]1C(C)(C)C(=O)[C@@H]2C[C@@]3(O)C4=CC(=O)O[C@@H](c5ccoc5)[C@]4(C)CCC3[C@@]1(C)C2=O (some centres undefined)	/	1
CNC[C@H]1Oc2ccc(NS(C)(=O)=O)cc2C(=O)N([C@@H](C)CO)C[C@H]1C	/	-5
C[C@@H]1CN([C@@H](C)CO)C(=O)c2cc(C#CCN(C)C)cnc2O[C@@H]1CN(C)C(=O)Cc1cccnc1	11	/

Laid out differently: entries from further up
Values run as follows: mut p53 react, STK33 kin inh
> O=C(Nc1ccccc1C(=O)NCc1cccnc1)c1ccc(Cl)cc1Cl
 : -8, -3
> COc1ccc(CCNC(=O)c2c(-c3c(F)cccc3Cl)noc2C)cc1OC
 : 1, -2
> C[C@@H]1CCCCO[C@H](CN(C)C)[C@@H](C)CN([C@@H](C)CO)C(=O)c2cc(NS(=O)(=O)c3cccs3)ccc2O1
 : -1, /
> CC(=O)c1cccc(N(CC(=O)Nc2ccccc2C(F)(F)F)S(C)(=O)=O)c1
 : -19, 1
> C[C@H](CO)N1C[C@H](C)[C@H](CN(C)Cc2ccc(C(=O)O)cc2)Oc2ccc(NC(=O)CCC(F)(F)F)cc2C1=O
 : /, -2
> C=CCn1c(SCC(=O)O)nnc1-c1cccc(C)c1
 : 9, 0
> COc1cccc(-c2cnc3c(c2)C(=O)N([C@H](C)CO)C[C@H](C)[C@H](CN(C)C)O3)c1
 : /, 2
> COc1cc(NC(=O)COc2ccc(Cl)cc2C)c(OC)cc1Cl
 : 105*, -1
> O=c1c(O)c(-c2cc(O)c(O)c(O)c2)oc2cc(O)cc(O)c12
 : 15, 36*
> C[C@@H]1CN([C@@H](C)CO)C(=O)c2cccc(NC(=O)C3CCOCC3)c2O[C@H]1CN(C)Cc1ccc(Oc2ccccc2)cc1
 : -15, /
> C[C@H](NC(=O)N(C)C[C@@H]1OCc2ccccc2-c2c(n(C)c3ccccc23)C(=O)N([C@@H](C)CO)C[C@@H]1C)c1ccccc1
 : -8, /
> CCn1c(NCCCO)nc2ccccc21
 : 2, -4
> NC(=O)[C@@H]1[C@H]2C(=O)O[C@H](c3ccccc3)[C@H](c3ccccc3)N2[C@H](c2ccc(OCCO)cc2)[C@@]12C(=O)Nc1ccccc12
 : /, 6
